Source: PubChem BioAssay
Yeast superoxide: yeast age-related superoxide inhibition as caloric restriction mimetic; S. cerevisiae aged cells, superoxide DHE fluorescence; active compounds read low; superoxide response (% of plate mean), % at 10 µM; actives 0.18% (n = 330,000); AID 2690;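 active means superoxide response under a set limit, about three screen SD below normal, cut at about 65% in these data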;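 further: yeast aged for seven days with compound at 30 °C before DHE staining; 100% = average MFI of all compound-treated wells on the plate with controls excluded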
VLA-4 inh: inhibition in a human VLA-4 binding assay. inhibition, % (about 7 µM as worked out from the volumes in the protocol). actives 0.2% (n = 330,000). VLA-4 expressing cells, ligand binding flow cytometry. AID 2557. P13612; in the data active means inhibition above about 50%
MEP2 TOR yeast: modulators of TOR pathway MEP2-GFP in S. cerevisiae. S. cerevisiae MEP2-GFP strain, flow cytometry GFP, 3 h; 100% = DMSO control level. GFP response vs DMSO, % at 10 µM. actives 0.51% (n = 330,000);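 active means GFP response versus DMSO above a set limit, roughly screen mean plus 3 SD, cut at about 180% in these data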;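 further: median GFP fluorescence of the barcode-gated MEP2-GFP cells per well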
AGP1-GFP MLPCN: yeast TOR pathway AGP1-GFP modulation | GFP response vs DMSO, % at 10 µM | actives 0.02% (n = 320,000) | AID 2066 | S. cerevisiae AGP1-GFP multiplex flow cytometry, 3 h; GFP as percent of DMSO wells;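 active means GFP response relative to DMSO above a set limit, near screen average plus 3 SD, cut at about 150% in these data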;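 further: median GFP channel fluorescence of the gated AGP1 strain per well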
RPL19A-GFP yeast: modulators of TOR pathway RPL19A-GFP in S. cerevisiae | S. cerevisiae RPL19A-GFP strain, flow cytometry, 3 h; active compounds read low | percent response vs DMSO, % at 10 µM | actives 0.3% (n = 330,000) | AID 2025;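 active means percent response vs DMSO below 50%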;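 further: median channel GFP fluorescence of the barcoded RPL19A-GFP strain; ratio of sample median GFP to plate DMSO average so 100% = DMSO; lower means less RPL19A-GFP as with rapamycin TOR inhibition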
GRK2 aptamer HTS: human GRK2 inhibition via aptamer displacement. actives 0.59% (n = 330,000). AID 488847. inhibition of aptamer binding, % at 10 µM. bead flow cytometry, FAM-aptamer displacement from GRK2. P25098;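 active means inhibition of aptamer binding above 40%, roughly 3 SD of noise, on plates passing a quality check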;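 further: median bead fluorescence of bound FAM aptamer so fluorescent compounds give negative values; no value below 0 was filed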
Target sequence (P25098 whole entry, looked up): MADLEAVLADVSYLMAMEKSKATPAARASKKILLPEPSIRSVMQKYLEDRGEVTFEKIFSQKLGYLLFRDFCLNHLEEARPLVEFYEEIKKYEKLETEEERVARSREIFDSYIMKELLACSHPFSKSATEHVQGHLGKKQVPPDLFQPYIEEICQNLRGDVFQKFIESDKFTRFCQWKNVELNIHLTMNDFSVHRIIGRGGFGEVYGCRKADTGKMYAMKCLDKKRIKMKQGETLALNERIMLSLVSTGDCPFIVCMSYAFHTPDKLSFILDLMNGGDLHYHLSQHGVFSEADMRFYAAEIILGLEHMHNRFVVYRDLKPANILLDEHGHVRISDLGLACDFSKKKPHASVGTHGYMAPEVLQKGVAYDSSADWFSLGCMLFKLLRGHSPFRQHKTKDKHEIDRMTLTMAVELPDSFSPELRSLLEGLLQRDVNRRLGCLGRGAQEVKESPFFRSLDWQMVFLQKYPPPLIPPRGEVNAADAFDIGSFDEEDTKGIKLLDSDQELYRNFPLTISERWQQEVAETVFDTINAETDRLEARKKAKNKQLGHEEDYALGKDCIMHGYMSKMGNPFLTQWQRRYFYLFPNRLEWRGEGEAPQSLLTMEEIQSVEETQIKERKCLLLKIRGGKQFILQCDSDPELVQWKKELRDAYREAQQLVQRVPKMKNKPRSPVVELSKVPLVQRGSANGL
LAP4-GFP MLPCN: modulators of TOR pathway LAP4-GFP in S. cerevisiae; S. cerevisiae LAP4-GFP multiplex, flow cytometry GFP, 3 h; median GFP as percent of DMSO wells; GFP response vs DMSO, % at 10 µM; actives 0.34% (n = 320,000); AID 2023;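 active means GFP response vs DMSO above a set limit, about the screen mean plus 3 SD, cut at about 150% in these data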
CIT2 TOR yeast: modulators of TOR pathway CIT2-GFP in S. cerevisiae | actives 0.065% (n = 320,000) | S. cerevisiae CIT2-GFP strain, flow cytometry, 3 h; 100 means same as DMSO wells | GFP response vs DMSO, % at 10 µM | AID 2029;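 active means GFP response relative to DMSO above a set limit, near the screen mean plus 3 SD, cut at about 150% in these data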;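 further: ratio of well median GFP fluorescence to mean of DMSO wells on the plate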
* = called active by the depositor; & = joins results of further samples.

SMILES	Yeast superoxide	VLA-4 inh	MEP2 TOR yeast	AGP1-GFP MLPCN	RPL19A-GFP yeast	GRK2 aptamer HTS	LAP4-GFP MLPCN	CIT2 TOR yeast
Cc1ccc(-c2nn(-c3cc(Cl)ccc3[N+](=O)[O-])c(=O)c3ccccc23)cc1	88.3	-2.5	105.7	102.2	103.3	0.0	104.9	99.7
Cc1ccc2c(C)cc[n+](CCCS(=O)(=O)[O-])c2c1	102.1	9.6	97.1	91.6	99.1	4.0	88.2	98.7
CCCc1[nH]nc2c1C(c1cccc(OC(=O)c3ccco3)c1)C(C#N)=C(N)O2 (stereo unspecified)	85.1	-2.8	95.9	99.0	95.3	0.0	96.5	95.4
Cc1sc(-c2ccncc2)nc1OC(=O)c1cc(Cl)cc(Cl)c1	104.8	-2.9	102.4	100.6	103.8	4.0	117.7	106.5
Cc1ccc(C(=O)N2CCN(c3ncccn3)CC2)cc1	64.6*	1.9	110.0	95.6	103.5	0.0	94.1	98.5
O=c1oc2ccccc2cc1-c1nc2c(s1)CCCC2	109.5	-7.5	98.0	92.9	91.1	3.0	103.3	102.2
CC1CCN(C(=S)NC(=O)c2cccc([N+](=O)[O-])c2)CC1	103.1	3.1	111.1	113.5	108.1	0.0	113.2	111.0
COc1ccc(N(C(=O)c2cccnc2)S(=O)(=O)c2ccc(F)cc2)cc1	92.2	7.8	97.7	108.0	97.4	0.0	99.4	101.1
CCOc1ccccc1NC(=O)COC(=O)C1CCC1	98.5	2.4	93.6	82.9	96.1	3.0	81.3	89.5
CCCCOc1ccc(C(=O)Oc2ccc(C)nc2)cc1	80.5	4.8	104.1	89.2	94.6	0.0	106.0	93.9
CCN(CC(=O)Nc1ccccc1OC)CC(=O)Nc1sccc1C#N	101.4	1.9	105.5	102.5	96.0	0.0	106.3	97.6
CCN(CCCNC(=O)c1c(C)cc(=O)oc1C)c1ccccc1	96.8	-0.1	99.5	102.0	104.4	1.0	98.4	105.7
COc1ccc(CCN2CC(C(=O)Nc3cccc(C(C)=O)c3)CC2=O)cc1OC (stereo unspecified)	97.3	16.6	88.8	88.3	95.8	6.0	93.0	97.8
O=C(CN1CCCc2ccccc21)N/N=C/c1ccc(F)cc1F	98.1	-1.5	96.4	102.1	97.0	2.0	93.2	92.8
O=C(Nc1ccccc1F)c1ccn[nH]1	101.0	13.7	105.4	101.3	94.5	0.0	123.1	90.7
Cc1nnsc1C(=O)NNC(=O)c1cccc2ccccc12	103.5	3.0	109.1	106.8	96.6	0.0	112.8	95.0
CC(C)Oc1ccc(CNC(=S)N/N=C/c2cccnc2)cc1	87.9	-4.9	93.7	88.8	87.3	0.0	89.2	96.8
C[C@]12CCC(=O)C=C1CC[C@@H]1[C@@H]2[C@@H](O)C[C@@]2(C)[C@H]1CC[C@]2(O)C(=O)CO	95.9&103.7	28.8&37.3	95.5&106.7	88.6&108.7	100.5&109.9	4.0&2.0	120.0&99.5	87.5&102.0
COc1ccc(Nc2nnc(SCc3cc(=O)n4ccsc4n3)s2)cc1	112.7	4.2	111.4	108.1	106.1	0.0	119.7	103.5
O=C(NCc1ccncc1)c1ccc(S(=O)(=O)Nc2ccccc2)cc1	129.4	-0.8	100.3	102.4	100.4	0.0	98.7	105.1
CC(C)Cc1nc(SCC(=O)N2CC(C)OC(C)C2)c2c(=O)n(C)c(=O)n(C)c2n1 (stereo unspecified)	101.7	10.9	91.4	95.8	101.5	0.0	86.2	93.4
O=C(NCC(c1ccco1)N1CCc2ccccc2C1)c1cccc(Br)c1 (stereo unspecified)	100.9	5.5	102.4	113.7	104.4	0.0	105.4	103.8
CN(CC(=O)Nc1cccc(F)c1)C(=O)c1ccc(OCc2ccccc2)cc1	69.2	0.3	99.3	106.4	110.8	0.0	116.2	99.7
NS(=O)(=O)c1ccc(N/N=C2/CCCCC2C2CCCCC2)c([N+](=O)[O-])c1 (stereo unspecified)	107.5	-1.7	99.0	97.0	103.8	3.0	87.2	96.1
Cc1cccc(Nc2nc(N3CCN(C)CC3)nc(N)c2[N+](=O)[O-])c1	77.8	9.1	96.7	96.2	97.8	0.0	83.4	97.1

4 successive entries already listed:
SMILES	Yeast superoxide	VLA-4 inh	MEP2 TOR yeast	AGP1-GFP MLPCN	RPL19A-GFP yeast	GRK2 aptamer HTS	LAP4-GFP MLPCN	CIT2 TOR yeast
O=C(NCC(c1ccco1)N1CCc2ccccc2C1)c1cccc(Br)c1 (stereo unspecified)	100.9	5.5	102.4	113.7	104.4	0.0	105.4	103.8
CN(CC(=O)Nc1cccc(F)c1)C(=O)c1ccc(OCc2ccccc2)cc1	69.2	0.3	99.3	106.4	110.8	0.0	116.2	99.7
NS(=O)(=O)c1ccc(N/N=C2/CCCCC2C2CCCCC2)c([N+](=O)[O-])c1 (stereo unspecified)	107.5	-1.7	99.0	97.0	103.8	3.0	87.2	96.1
Cc1cccc(Nc2nc(N3CCN(C)CC3)nc(N)c2[N+](=O)[O-])c1	77.8	9.1	96.7	96.2	97.8	0.0	83.4	97.1

Continuation:
SMILES	Yeast superoxide	VLA-4 inh	MEP2 TOR yeast	AGP1-GFP MLPCN	RPL19A-GFP yeast	GRK2 aptamer HTS	LAP4-GFP MLPCN	CIT2 TOR yeast
CCn1c(O)c(C=Nc2ccccc2)sc1=O	95.9	8.8	107.3	105.2	110.1	0.0	107.8	111.9
O=C(NCCN1C(=O)S/C(=C\c2ccc(Cl)c(Cl)c2)C1=O)C1COc2ccccc2O1 (stereo unspecified)	124.7	-12.9	100.7	97.7	100.8	0.0	123.3	109.3
Cc1ccccc1OCc1nc2ccccc2[nH]1	102.4	6.7	101.6	110.3	104.2	3.0	128.5	89.9
O=C(CN1CCC(c2nc3ccccc3s2)CC1)NCc1cccs1	130.3	-4.9	104.6	93.8	96.7	0.0	106.9	91.7
COc1ccc(CN(C)Cc2nc3cc(OC)c(OC)cc3c(=O)[nH]2)c(OC)c1	107.3	10.1	101.9	98.1	95.2	2.0	100.2	99.0
O=C(c1ccco1)N1CCN(S(=O)(=O)c2ccc3[nH]c(=O)oc3c2)CC1	100.9	11.8	108.5	76.8	98.3	2.0	93.3	109.0
Fc1ccccc1COc1cccc(/C=N/n2cnnc2)c1	81.0	-13.4	99.2	98.9	106.9	0.0	98.7	100.4
COC(=O)c1ccc(Oc2nc3c(c(=O)n(C)c(=O)n3C)n2CCC(C)C)cc1	101.7	18.3	95.5	99.8	97.5	0.0	101.5	103.2
Cc1[nH]c2ccccc2c1C(=O)CNc1nccs1	118.4	-4.6	96.7	102.3	103.3	1.0	105.2	97.1
Cc1cc(NC(=O)CCc2ccc(-c3ccccc3)o2)no1	95.7	-3.4	108.5	97.7	101.2	3.0	124.7	84.0
CCc1noc(C)c1C(=O)NNC(=O)c1ccc(Br)cc1	87.8	9.2	105.6	111.2	105.5	1.0	110.2	101.0
O=S1(=O)CC(O)C(N=Nc2c(O)n(Cc3ccccc3)c3ccccc23)C1 (stereo unspecified)	110.8	1.1	102.5	100.8	98.4	2.0	107.1	101.6
O=C(COc1ccccc1)OC(C(=O)c1ccccc1)c1ccccc1 (stereo unspecified)	107.6	27.0	105.8	92.8	102.7	4.0	81.6	100.0
c1ccc(CNc2nc(-c3cccnc3)cs2)cc1	99.3	12.8	92.6	87.8	91.9	0.0	96.8	83.8
Cc1cccc(OCC(=O)Nc2ccc(S(=O)(=O)Nc3ccccn3)cc2)c1	109.9	8.0	96.5	98.0	96.2	0.0	94.6	100.2
COc1cc(/C=C/c2noc(-c3ccccc3O)n2)ccc1OC(C)=O	99.5	-3.4	98.5	102.5	101.1	1.0	95.5	103.3
O=C(O)c1c(-n2cccc2)sc2c1CCCC2	96.1	-1.0	97.8	94.3	88.3	3.0	133.2	63.3
O=C(NCC1CCCO1)c1nn2c(C(F)(F)F)cc(-c3cccs3)nc2c1Cl (stereo unspecified)	89.1	6.6	74.5	89.0	87.5	2.0	78.5	82.2
Nc1ccc(C(=O)OCC(=O)Nc2cc([N+](=O)[O-])ccc2F)cc1	78.1	16.0	109.1	99.3	102.1	1.0	102.6	99.3
O=[N+]([O-])c1ccc(O)c(C=Nc2cccc3ncccc23)c1	107.9	0.0	99.3	95.0	101.3	4.0	102.5	86.1
CCOC(=O)c1csc(NC(=O)c2ccc(S(=O)(=O)N3CCCC3)cc2)n1	99.0	-4.9	98.0	89.6	93.0	1.0	91.7	99.1
C=CCNC(=S)N/N=C(\C)c1cccc(OC)c1	108.2	10.2	216.8*	94.1	106.4	0.0	123.1	100.1
COc1ccc(CCNc2c([N+](=O)[O-])c(=O)oc3ccccc23)cc1OC	112.4	-23.0	97.6	99.2	90.2	0.0	92.7	101.7
c1ccc2c(c1)CCc1c(-c3ccncc3)n[nH]c1-2	100.9	-13.2	92.1	87.3	86.8	3.0	97.7	80.4
CCCCn1nc(C(=O)NNC(=O)c2ccncc2)c2ccccc2c1=O	106.6	-12.4	97.2	97.5	101.2	1.0	92.1	95.9

Next section.
SMILES	Yeast superoxide	VLA-4 inh	MEP2 TOR yeast	AGP1-GFP MLPCN	RPL19A-GFP yeast	GRK2 aptamer HTS	LAP4-GFP MLPCN	CIT2 TOR yeast
Cc1ccnc(NC(=O)C2COc3ccccc3O2)c1 (stereo unspecified)	88.2	11.3	96.7	97.7	106.2	0.0	93.4	94.6
O=C(O)C1CCCN1S(=O)(=O)c1cccc(S(=O)(=O)N2CCCC2C(=O)O)c1 (stereo unspecified)	95.8	3.6	90.0	88.3	96.1	0.0	113.1	76.2
CCN(CCn1cccn1)Cc1nc(-c2ccc(C(=O)OC)cc2)no1	101.3	2.6	95.4	91.3	91.4	0.0	102.7	91.3
O=C(Cc1ccccc1F)Nc1ccc(S(=O)(=O)Nc2ncccn2)cc1	97.9	3.1	104.3	105.6	103.0	0.0	102.8	110.5
Cc1ccc2oc(=O)cc(CN3CC(C)OC(C)C3)c2c1 (stereo unspecified)	115.0	-6.4	105.7	105.0	101.6	1.0	101.6	98.5
O=C(CNC(=O)c1ccccc1)N/N=C/c1cccs1	95.0	2.6	109.7	98.0	102.6	2.0	92.7	101.2
COc1ccc(NC2CC(=O)N(c3ccccc3)C2=O)cc1 (stereo unspecified)	109.5	-7.5	106.0	102.8	101.2	0.0	107.7	101.4
CC1Cc2cc(S(=O)(=O)N3CCN(c4cccc(Cl)c4)CC3)ccc2N1C(=O)C1CC1 (stereo unspecified)	88.9	3.9	102.1	96.6	96.5	6.0	100.2	93.7
Cc1cccc(NC2SC(=O)N(c3ccccc3)C2=O)c1 (stereo unspecified)	97.1	6.7	102.8	95.2	97.1	3.0	104.1	89.1
CC(C)c1ccc(/C=C/C(=O)Nc2nn[nH]n2)cc1	110.0	1.4	104.0	101.4	100.9	0.0	102.0	95.8
CCN(CC(=O)Nc1ccc(NC(C)=O)cc1)C(=O)c1ccccc1Sc1ccccc1C#N	80.9	0.0	101.9	95.3	95.5	0.0	90.9	96.8
CCC1CCCCN1CCCNC(=O)CC1Oc2ccc(C)cc2NC1=O (stereo unspecified)	92.1	-15.4	99.4	105.5	98.0	1.0	102.8	102.5
COc1ccc(C(=O)N(C)C2CCN(C)CC2)cc1S(=O)(=O)Nc1cc(Cl)ccc1Cl	91.5	-2.9	96.1	99.2	97.3	0.0	95.7	103.9
CC1CCN(CCC(=O)Nc2ccc3c(c2)CCC3)CC1	101.0	4.9	99.1	90.3	92.9	0.0	98.0	89.6
CC[n+]1c(C)sc2c3ccsc3ccc21	90.7	-1.6	105.4	105.1	100.8	5.0	104.5	97.8
NC(=O)C1CCN(c2nc(-c3cc4ccccc4o3)cs2)CC1	107.9	-7.5	103.7	107.7	103.2	0.0	104.4	105.2
O=C(O)CCC(=O)Nc1nc2nccc(-c3ccccc3)n2n1	104.9	2.1	98.0	91.5	98.4	5.0	99.7	97.0
CCCCOc1ccc(C(=O)NCC(=O)NCC(c2ccc(OC)cc2)N2CCOCC2)cc1 (stereo unspecified)	80.0	7.7	105.7	102.8	99.4	0.0	102.3	95.0
